Source: PubChem BioAssay
TcdB inh: inhibitors of Clostridioides difficile toxin B glycohydrolase | inhibition, % at 9.99 µM | TcdB glycohydrolase enzymatic assay, plate reader | P18177 | AID 652162 | 0.24% of 350,000 active; in the data active means inhibition above about 10%
Target sequence (P18177 whole entry, looked up): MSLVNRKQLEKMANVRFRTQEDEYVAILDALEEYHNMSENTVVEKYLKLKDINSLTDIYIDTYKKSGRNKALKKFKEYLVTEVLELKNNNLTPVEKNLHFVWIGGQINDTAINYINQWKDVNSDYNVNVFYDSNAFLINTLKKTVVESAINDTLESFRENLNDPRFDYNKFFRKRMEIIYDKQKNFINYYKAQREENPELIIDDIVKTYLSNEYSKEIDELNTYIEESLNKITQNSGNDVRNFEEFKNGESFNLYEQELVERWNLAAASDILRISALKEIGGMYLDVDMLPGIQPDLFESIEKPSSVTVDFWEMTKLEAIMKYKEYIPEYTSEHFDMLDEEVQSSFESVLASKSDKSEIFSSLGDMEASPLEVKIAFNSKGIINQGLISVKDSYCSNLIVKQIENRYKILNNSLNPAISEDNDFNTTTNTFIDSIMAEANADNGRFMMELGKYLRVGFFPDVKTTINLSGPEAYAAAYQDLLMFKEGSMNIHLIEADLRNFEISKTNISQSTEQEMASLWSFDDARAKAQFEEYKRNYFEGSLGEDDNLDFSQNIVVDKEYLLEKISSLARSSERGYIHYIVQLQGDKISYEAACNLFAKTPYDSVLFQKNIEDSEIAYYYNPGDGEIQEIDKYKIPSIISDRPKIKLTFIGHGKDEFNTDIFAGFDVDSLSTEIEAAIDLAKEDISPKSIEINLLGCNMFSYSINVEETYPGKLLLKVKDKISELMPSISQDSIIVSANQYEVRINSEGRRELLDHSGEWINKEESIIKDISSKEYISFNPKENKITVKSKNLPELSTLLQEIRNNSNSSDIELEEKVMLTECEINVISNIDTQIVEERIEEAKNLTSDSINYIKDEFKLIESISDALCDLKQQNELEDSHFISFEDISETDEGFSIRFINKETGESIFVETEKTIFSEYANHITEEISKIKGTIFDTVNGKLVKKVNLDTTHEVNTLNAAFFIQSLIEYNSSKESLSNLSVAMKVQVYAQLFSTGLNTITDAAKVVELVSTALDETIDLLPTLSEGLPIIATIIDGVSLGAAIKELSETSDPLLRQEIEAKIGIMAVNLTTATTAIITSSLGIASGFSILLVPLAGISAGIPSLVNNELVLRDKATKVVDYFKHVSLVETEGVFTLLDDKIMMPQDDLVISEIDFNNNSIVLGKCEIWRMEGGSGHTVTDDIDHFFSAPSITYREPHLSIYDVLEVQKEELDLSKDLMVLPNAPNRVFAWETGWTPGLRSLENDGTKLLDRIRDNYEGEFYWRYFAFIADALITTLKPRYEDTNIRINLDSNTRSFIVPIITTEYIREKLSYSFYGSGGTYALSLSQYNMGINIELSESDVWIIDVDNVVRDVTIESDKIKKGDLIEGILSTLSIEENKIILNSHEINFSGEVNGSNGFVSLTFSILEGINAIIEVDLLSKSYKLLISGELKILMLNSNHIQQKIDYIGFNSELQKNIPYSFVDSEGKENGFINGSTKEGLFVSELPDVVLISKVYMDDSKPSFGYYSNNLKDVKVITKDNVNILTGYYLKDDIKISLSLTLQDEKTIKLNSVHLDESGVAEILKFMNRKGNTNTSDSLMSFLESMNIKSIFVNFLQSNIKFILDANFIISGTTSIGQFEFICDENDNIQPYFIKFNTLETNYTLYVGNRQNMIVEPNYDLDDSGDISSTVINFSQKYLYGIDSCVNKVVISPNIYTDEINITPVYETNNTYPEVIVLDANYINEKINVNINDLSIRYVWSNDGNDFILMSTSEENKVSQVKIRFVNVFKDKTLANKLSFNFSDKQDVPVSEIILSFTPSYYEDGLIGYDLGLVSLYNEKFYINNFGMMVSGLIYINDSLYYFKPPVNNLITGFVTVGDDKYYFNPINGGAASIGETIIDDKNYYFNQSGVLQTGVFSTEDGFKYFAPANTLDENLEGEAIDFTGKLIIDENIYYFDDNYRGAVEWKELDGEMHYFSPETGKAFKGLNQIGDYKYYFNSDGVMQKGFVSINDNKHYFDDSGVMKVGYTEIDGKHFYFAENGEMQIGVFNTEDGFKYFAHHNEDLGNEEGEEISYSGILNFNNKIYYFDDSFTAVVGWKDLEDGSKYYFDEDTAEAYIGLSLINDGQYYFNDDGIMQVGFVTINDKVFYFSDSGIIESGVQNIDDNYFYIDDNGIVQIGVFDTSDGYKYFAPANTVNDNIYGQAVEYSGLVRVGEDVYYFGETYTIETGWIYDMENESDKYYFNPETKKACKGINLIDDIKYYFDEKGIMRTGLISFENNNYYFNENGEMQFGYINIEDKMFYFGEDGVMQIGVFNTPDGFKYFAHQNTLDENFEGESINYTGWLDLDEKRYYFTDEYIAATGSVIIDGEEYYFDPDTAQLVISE
Numbers without * were called inactive; & = joins results of further samples.

SMILES | TcdB inh
CCCCCCC12C(=Cc3cc4c(cc31)OCCO4)c1cc(OC)c(OC)cc1C(CC(=O)NCc1ccccc1)N2C(=O)OC (centres undefined) | -0.2
COCC(=O)N1[C@@H](CO)[C@H](c2ccc(-c3ccccc3)cc2)C12CN(C(C)=O)C2 | 0.3
C[C@@H]1CN([C@@H](C)CO)C(=O)c2cc(NC(=O)Nc3ccc(F)cc3)ccc2O[C@@H]1CN(C)C(=O)Nc1ccc2c(c1)OCO2 | 0.1
O=C(C1CCC1)N1CC(=O)N2[C@H](CO)[C@H](c3ccc(-c4cccnc4)cc3)[C@@H]2C1 | -0.9
CCC(C(=O)Nc1c(C)cccc1C)n1c(-c2ccc(=O)[nH]c2)nc2ccccc21 (centres undefined) | -0.3
CCCC#Cc1ccc([C@@H]2[C@H](CO)N3C(=O)CN(C(=O)c4ccncc4)C[C@@H]23)cc1 | -0.2
CCCN1[C@@H]2c3ccc(-c4cccc(C(=O)N(C)C)c4)c(=O)n3C[C@@H]2[C@@H](CO)[C@@H]1C(=O)OC | 0.0
COc1ccc2c3c([nH]c2c1)[C@@H](CO)N(C(=O)C1CCCC1)CC31CCN(S(C)(=O)=O)CC1 | 0.9
COC(=O)[C@]12C[C@H](CC(=O)N3CCCC3)C(=O)N(CCC3=CCCCC3)C1=C[C@H](COCc1ccccc1)O[C@@H]2C | 2.6
CC(C)NC(=O)N1CC2(C1)[C@H](c1ccccc1)[C@H](CO)N2C(=O)C1CCOCC1 | -2.0
Cc1[nH]nc2c1C(c1ccccc1)N(c1ccccc1)C2=O (centres undefined) | 1.6
O=C1NC[C@@H](CCCCN2C[C@H](Cc3ccc(O)cc3)N(Cc3ccccc3)C(=O)C2=O)N(CC2CCCCC2)C1=O | 0.0
Cn1cc(CC(=O)Nc2ccc(Oc3cccnc3)cc2)c2ccccc21 | -0.2
CCCC(=O)N1CC2(CN(C(=O)CC3CC3)C2)c2c(n(C)c3cc(OC)ccc23)[C@H]1CO | -7.1
CCC(=O)N1CC2(C1)CN(C(=O)c1cnccn1)[C@@H](CO)c1c2c2ccc(OC)cc2n1C | 0.1
O=C1c2ccccc2C(c2nnnn2-c2ccc3c(c2)OCCO3)N1C1CC1 (centres undefined) | 0.2
COCC(=O)N1CC(=O)N2[C@H](C1)[C@H](c1ccc(-c3ccccc3F)cc1)[C@@H]2CO | 0.7
O=c1[nH]c(=S)[nH]c2c1[C@H](CCc1cccc(Cl)c1)O[C@H](C1CCCC1)C2 | 0.3
O=C1CN(S(=O)(=O)Cc2ccccc2)C[C@@H]2[C@@H](c3ccc(C#CC4CC4)cc3)[C@@H](CO)N12 | -0.7
Cc1cccc(-c2ccc([C@H]3[C@@H](CO)N4C(=O)CN(C(=O)c5ccccc5)C[C@@H]34)cc2)c1 | -1.0
CCCCn1nnnc1C(c1ccccc1)N1CCN(c2cc(C)ccc2C)CC1 (centres undefined) | 2.1
Cc1ccc2nc(-c3ccco3)c(Cc3ccsc3)n2c1 | 0.7
O=C(C1CC1)N1CC2(C1)[C@H](c1ccccc1)[C@H](CO)N2S(=O)(=O)c1ccccc1 | 0.1
CCCC(=O)N1CCC2(CC1)CN(Cc1ccccc1F)[C@@H](CO)c1c2c2ccc(OC)cc2n1C | -2.0
CO[C@H]1CN(C)C(=O)c2ccc(NC(=O)CC(F)(F)F)cc2OC[C@@H](C)N(C(=O)c2ccccc2F)C[C@@H]1C | -1.1
COc1ccc(CCn2cnn3c(=O)c4ccccc4nc3c2=O)cc1OC | -0.3
COc1ccc(CN(C)C[C@H]2OCCCC[C@H](C)Oc3ccc(NS(=O)(=O)c4ccc(OC)cc4)cc3C(=O)N([C@@H](C)CO)C[C@H]2C)cc1 | 0.5
CC(C)(O)C#Cc1cccc(-c2nc(C(=O)O)cc3c2[C@@H](CCO)N(S(=O)C(C)(C)C)C3)c1 (some centres undefined) | 0.0
O=C(Nc1ccc2c(c1)OCCO2)C1C(c2ccccc2)=Nc2ccccc2N1C(=O)c1cccnc1 (centres undefined) | 0.9
O=C(C1CC1)N1CC(=O)N2[C@H](CO)[C@@H](c3ccc(-c4cccnc4)cc3)[C@@H]2C1 | 1.0
COc1ccc2c3c([nH]c2c1)[C@@H](CO)N(Cc1cc(F)ccc1F)CC31CN(C(=O)CN(C)C)C1 | -7.4
Cc1ccc(S(=O)(=O)N2CC3C(=O)C[C@@H](c4ccccc4Cl)N(S(=O)(=O)c4ccc(C)cc4)C3CC2c2ccccc2)cc1 (some centres undefined) | 0.5
CCOC(=O)[C@]12CCC=C1N(Cc1cccc3ccccc13)C(=O)[C@H](CC(=O)NCc1cccc(C(F)(F)F)c1)C2 | 1.5
CCOC(=O)C1=CCN(S(=O)(=O)c2cccc(Cl)c2)C1c1ccc(Cl)cc1 (centres undefined) | 1.1
Cn1cnc(S(=O)(=O)N2CC[C@@H]3[C@H]2c2cc(C#Cc4ccccc4)ccc2N[C@@H]3CO)c1 | -1.0
CN(C)C(=O)c1cccc(-c2ccc3c(c2)[C@@H]2[C@@H](CCN2C(=O)Cc2ccccc2)[C@H](CO)N3)c1 | 0.8
COc1ccc(-c2ccc3c(c2)[C@@H]2[C@@H](CCN2C(=O)c2cnccn2)[C@@H](CO)N3)cc1 | -1.3
CCCC#Cc1ccc([C@@H]2[C@@H](CO)N(S(C)(=O)=O)[C@H]2C#N)cc1 | -0.2
CCCCCc1c(-c2ccccc2OC)ncn1CCc1ccccc1OC | 0.7
N#C[C@H]1[C@@H](c2ccccc2-c2ccccc2F)[C@H](CO)N1C(=O)C1CCC1 | 0.9
COc1ccc2c3c(n(C)c2c1)[C@@H](CO)N(Cc1ccncc1)CC31CN(C(=O)C2CCCC2)C1 | 0.1
CCCC#Cc1ccc([C@@H]2[C@H]3CN(C(=O)NC4CCCC4)CC(=O)N3[C@H]2CO)cc1 | 0.5
COC(=O)[C@]12C[C@H](CC(=O)NCc3ccc(C)o3)C(=O)N(Cc3ccccc3)C1=C[C@H](C(C)(C)C)O[C@@H]2C | -2.4
O=C(C[C@@H]1C=C[C@@H](NC(=O)C2CCOCC2)[C@H](CO)O1)Nc1nccs1 | 0.2
C#CCNC(=O)C1=C[C@@H](C(C)(C)C)C[C@@H](OCCCCO)O1 | -1.9
C[C@H](CO)N1C[C@H](C)[C@@H](CN(C)S(=O)(=O)c2cccs2)Oc2ccc(NS(=O)(=O)c3cccs3)cc2C1=O | 1.4
C[C@@H]1CN([C@H](C)CO)C(=O)c2c(c3ccccc3n2C)-c2ccccc2CO[C@@H]1CN(C)C(=O)[C@H](C)c1ccccc1 | -2.3
Cc1cccc(-c2ccc([C@@H]3[C@@H](CO)N4C(=O)CN(C(=O)Cc5ccccn5)C[C@@H]34)cc2)c1 | -0.3
CN1C(=O)c2cc(NC(=O)c3cccc(Cl)c3)ccc2OC[C@H]2O[C@@H](CC(=O)NC3CCCCC3)CC[C@@H]21 | -0.3
CCCC#Cc1ccc2c(c1)[C@H]1[C@H](CCN1S(=O)(=O)c1cn(C)cn1)[C@H](CO)N2 | 0.4
CC(C)CC#Cc1ccc([C@@H]2[C@H]3CN(C(=O)NC4CCCC4)CC(=O)N3[C@H]2CO)cc1 | 1.0
O=C(c1ccccc1)N1[C@@H](CO)[C@@H](c2ccccc2)C12CN(Cc1nccs1)C2 | -0.5
COc1cccc(CN2[C@@H]3CNC[C@H]2C3c2ccc(-c3cccc(C#N)c3)cc2)c1 (some centres undefined) | 0.0&0.1
O=C(NC1CCCCC1)[C@H]1[C@H](CO)[C@H]2Cn3c(cccc3=O)[C@@H]1N2CC1CCCCC1 | 0.0
COC(=O)[C@]12C[C@H](CC(=O)N3CCCC3)C(=O)N(Cc3ccccc3)C1=C[C@H](C(C)(C)C)O[C@@H]2C | 0.3
N#C[C@H]1[C@@H](c2ccccc2C2=CCCC2)[C@@H](CO)N1C(=O)NC1CCCCC1 | -0.2
O=C(NCc1ccc(F)cc1F)[C@@H]1CCCN1C(=O)[C@@H]1CCCN1C(=O)c1cccs1 | 2.7
O=C(Nc1ccc(F)cc1)N1CC(=O)N2[C@@H](CO)[C@@H](c3ccc(C#Cc4cccnc4)cc3)[C@@H]2C1 | 1.1
CN(C)CC(=O)N1[C@H](CO)[C@@H](c2ccccc2)C12CN(CCC(F)(F)F)C2 | -0.2
O=C(c1ccccn1)N1CC(=O)N2[C@@H](CO)[C@H](c3ccc(C#CC4CCCC4)cc3)[C@@H]2C1 | 0.1

An excerpt from above in order of heavy-atom count, largest number first.
SMILES | TcdB inh
COC(=O)[C@]12C[C@H](CC(=O)N3CCCC3)C(=O)N(CCC3=CCCCC3)C1=C[C@H](COCc1ccccc1)O[C@@H]2C | 2.6
O=C(c1ccccn1)N1CC(=O)N2[C@@H](CO)[C@H](c3ccc(C#CC4CCCC4)cc3)[C@@H]2C1 | 0.1
CCCC#Cc1ccc([C@@H]2[C@H](CO)N3C(=O)CN(C(=O)c4ccncc4)C[C@@H]23)cc1 | -0.2
O=C(C1CCC1)N1CC(=O)N2[C@H](CO)[C@H](c3ccc(-c4cccnc4)cc3)[C@@H]2C1 | -0.9
O=C(C[C@@H]1C=C[C@@H](NC(=O)C2CCOCC2)[C@H](CO)O1)Nc1nccs1 | 0.2

(listing goes on)
SMILES | TcdB inh
CCCCOCCCNC(=O)C[C@H]1C[C@@]2(C(=O)OC)C(=C[C@H](C(C)(C)C)O[C@@H]2C)N(Cc2ccc3c(c2)OCO3)C1=O | 1.9
COc1ccccc1-c1ccccc1[C@@H]1[C@@H](C#N)N(C(=O)C2CC2)[C@@H]1CO | -0.6
O=C(Cc1cccnc1)N1CC(=O)N2[C@H](CO)[C@H](c3ccc(C#CC4CC4)cc3)[C@H]2C1 | -0.1
C[C@@H]1CN([C@H](C)CO)C(=O)c2c(c3ccccc3n2C)-c2ccccc2CO[C@@H]1CN(C)C(=O)Oc1ccccc1 | 2.0
COc1cccc(C#Cc2ccc([C@H]3[C@@H](CO)N4C(=O)CN(C(=O)C5CC5)C[C@H]34)cc2)c1 | 2.2
COc1ccc2c3c(n(C)c2c1)[C@H](CO)N(CC1CCOCC1)CC31CN(C(=O)Nc2ccccc2)C1 | 0.4
C[C@@H]1CN([C@@H](C)CO)C(=O)c2cc(NC(=O)Cc3ccccc3)ccc2O[C@@H](C)CCCCO[C@H]1CN(C)C(=O)Nc1ccccc1 | -0.4
N#C[C@H]1[C@@H](c2ccccc2C2=CCCCC2)[C@@H](CO)N1C(=O)c1ccccn1 | -1.8
CCCCc1c(-c2ccccc2OC)ncn1Cc1ccc(F)c(F)c1 | 0.5
O=S1(=O)NCC2(CC2)CN1Cc1ccccc1 | 1.3
COc1ccc(-c2ccc3c(c2)[C@@H]2[C@@H](CCN2C(=O)NC2CCCC2)[C@@H](CO)N3C)cc1 | -1.3
O=C(CS(=O)(=O)c1ccccc1)CS(=O)(=O)c1ccccc1 | -0.2
C[C@H]1CN([C@@H](C)CO)C(=O)Cc2cc(NC(=O)Nc3cccc4ccccc34)ccc2O[C@@H]1CN(C)Cc1ccc(C(=O)Nc2ccccc2N)cc1 | 1.7
CC(C)C[C@H]1COc2cccc(N3CCC[C@H]3CO)c2S(=O)(=O)N1 | -0.7
COCC(=O)N1[C@H](C#N)[C@@H](c2ccccc2C2=CCCCC2)[C@H]1CO | 1.9
Cc1cccc(C)c1NC(=O)C1c2ccccc2OCC(=O)N1C1CC1 (centres undefined) | -1.7
CN(C)c1ccc2c(c1)[C@H]1C[C@@H](CC(=O)N3CCCCC3)O[C@@H](CO)[C@H]1O2 | -41
CCCC(=O)OC[C@H]1CN(C2CCCC2)S(=O)(=O)c2c(Oc3ccccc3)cccc2O1 | -0.3
COC(=O)[C@]12C[C@H](CC(=O)NCC3CCCCC3)C(=O)N(Cc3ccccc3)C1=C[C@H](C(C)C)O[C@@H]2C1CC1 | -5.3
O=C(Nc1ccc(F)cc1)N1CC(=O)N2[C@H](CO)[C@H](c3ccc(C#Cc4ccc(F)cc4)cc3)[C@@H]2C1 | -0.1

Reformatted as labelled records: part of the list above
Cc1cccc(C)c1NC(=O)C1c2ccccc2OCC(=O)N1C1CC1 (centres undefined)
  TcdB inh: -1.7

CN(C)c1ccc2c(c1)[C@H]1C[C@@H](CC(=O)N3CCCCC3)O[C@@H](CO)[C@H]1O2
  TcdB inh: -41

CCCC(=O)OC[C@H]1CN(C2CCCC2)S(=O)(=O)c2c(Oc3ccccc3)cccc2O1
  TcdB inh: -0.3

Further compounds follow.
SMILES | TcdB inh
CCCCCCN(C(=O)CCCCCN1C(=O)NC(c2ccc(-c3ccccc3)cc2)C(C(=O)OCc2ccccc2)=C1C)C(C(=O)NCCCC)C1CCCCC1 (centres undefined) | -0.6
COc1ccc(CN(C)C[C@@H]2Oc3ccc(NC(=O)CCCCCC(=O)Nc4ccccc4N)cc3CC(=O)N([C@H](C)CO)C[C@H]2C)cc1 | -0.6
COC(=O)[C@]12CCCCC=C1N(Cc1ccccc1)C(=O)[C@H](CC(=O)NCc1ccc(C)o1)C2 | 1.7
CCCC(=O)OC[C@H]1CN([C@H](C)c2ccccc2)S(=O)(=O)c2c(F)cccc2O1 | 0.9
Cc1ccc(Cc2c(-c3cccc(Br)c3)nc3c4ccccc4ccn23)cc1 | 0.4
CN(C)CC#Cc1ccc([C@@H]2[C@@H](CO)N3C(=O)CN(C(=O)c4ccc(F)cc4)C[C@@H]23)cc1 | 1.3
OC[C@H]1CC[C@@H]2O[C@H](CCc3ccc(-c4ccccc4)cc3)[C@@H](n3cc(C4CC4)nn3)C[C@@H]2O1 | -0.9
COc1ccc(C2CC(=O)C(c3ccc(C(F)(F)F)cc3)=CN2Cc2ccccc2)cc1 (centres undefined) | 2.0
Cc1ccccc1-c1cccc2[nH]c3c(c12)CCN1C(=O)[C@H]2[C@H](C)ON(C)[C@H]2C[C@@H]31 | 3.1
COC(=O)[C@@]12C[C@@H](CC(=O)N3CCSCC3)C(=O)N(Cc3cccc4ccccc34)C1=CCC(C)(C)C2 | 1.6

Quoted from the entries so far, 2 compounds:
SMILES | TcdB inh
CCCCCCN(C(=O)CCCCCN1C(=O)NC(c2ccc(-c3ccccc3)cc2)C(C(=O)OCc2ccccc2)=C1C)C(C(=O)NCCCC)C1CCCCC1 (centres undefined) | -0.6
COc1ccc(CN(C)C[C@@H]2Oc3ccc(NC(=O)CCCCCC(=O)Nc4ccccc4N)cc3CC(=O)N([C@H](C)CO)C[C@H]2C)cc1 | -0.6

These rows are one share of the data (hit frequency here may not be typical).
